VEEV TC-83 Vero – inhibitors of VEEV TC-83 cytopathic effect, confirmation, Vero cells (AID 588727) | Vero cells, VEEV TC-83 cytopathic effect inhibition; higher % means a stronger effect | one-dose inhibition, % at 20 µM; IC50 in µM for titrated hits | 350,000 compounds, 0.13% hits; in the data active = a potency from the dose series; inconclusive = inhibition mostly from about 14% at the one dose, without a potency; inactive = the rest, 99 in 100 with inhibition below about 12%; also: strong numbers were not always called active
H37Rv inhibition – M. tuberculosis growth inhibition, HTS (AID 449762). M. tuberculosis H37Rv growth inhibition, 7H9 media; higher % means a stronger effect. inhibition, % at 25 µM; hits with a dose series show IC50 in µM. 330,000 compounds, 0.59% hits; in the data active = a potency from the dose series; inconclusive = inhibition above about 70% without an active follow-up result;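 also: bacterial growth assessed after seven days of incubation; strong numbers were not always called active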
tuberculosis growth – growth inhibition of non-replicating M. tuberculosis (AID 488890); Mycobacterium tuberculosis non-replicating, growth inhibition; higher % means a stronger effect; inhibition, % at 25 µM; hits with a dose series show IC50 in µM; 320,000 compounds, 0.39% hits; in the data active = a potency from the dose series; inconclusive = inhibition mostly from about 82% at the one dose, without a potency; inactive = the rest, 99 in 100 with inhibition below about 76%;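 also: plate controls were DMSO cells for no effect and high antibiotic wells for full effect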
Salmonella PhoP GFP – Inhibition of PhoP regulon, Salmonella typhi GFP reporter cells, confirmation, 4 h (AID 1850). Salmonella Typhi PhoP-promoter GFP reporter, fluorescence, 4 h; higher % means a stronger effect. one-dose inhibition, % at 50 µM; IC50 in µM for titrated hits. 310,000 compounds, 0.33% hits; in the data active = a potency from the dose series; inconclusive = inhibition mostly from about 25% at the one dose, without a potency; inactive = the rest, 99 in 100 with inhibition below about 19%;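 also: 0% = induced wells with vehicle and 100% = uninduced wells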
H1N1 NS1A inhibition – H1N1 influenza NS1A inhibitors, functional cell based assay (AID 504329); inhibition, % at 12.5 µM; hits with a dose series show IC50 in µM; NS1A functional cell-based assay, percent inhibition; higher % means a stronger effect; 340,000 compounds, 0.3% hits; in the data active = a potency from the dose series; inconclusive = inhibition above about 27% without an active follow-up result; also: strong numbers were not always called active
VEEV TC-83 Vero 10K pilot screen – further read-out of VEEV TC-83 Vero, marked with its call; inhibition, %; measured here: 10K pilot screen inhibition
Numbers without * were called inactive; i = inactive; ? = inconclusive; . = no result given.

SMILES	VEEV TC-83 Vero	H37Rv inhibition	tuberculosis growth	Salmonella PhoP GFP	H1N1 NS1A inhibition	others
Cc1cc(-c2ccccc2)n2nc(C)c(-c3ccccc3)c2n1	1.2%	5%	-9%	-10%	-14%
O=Cc1cccc(OC(=O)c2ccc(Cl)cc2Cl)c1	.	59%	?	-2%	.
COC(=O)C1=C(C)NC2=C(C(=O)CCC2)C1c1ccc(-c2ccsc2C(=O)OC)o1 (stereo not given)	0.6%	-8%	24%	2%	-9%
O=C(Cc1cc(=O)oc2cc(O)ccc12)NC(Cc1ccc(Cl)cc1)C(=O)O (stereo not given)	i	47%	-12%	-7%	-7%
O=C1C=C(c2ccc(C(=O)O)cc2)C[C@@H](c2ccc(F)cc2)C1	0.1%	-1%	29%	.	3%
COc1cc(/C=N/NC(=O)CSc2n[nH]c(=O)[nH]c2=O)cc(OC)c1O	0.7%	5%	10%	-6%	9%
Cc1ccc(S(=O)(=O)c2nc(NCCCn3ccnc3)sc2Cl)cc1	i	-10%	16%	3%	-30%
CCOC(=O)C1CCN(S(=O)(=O)c2cccc(-c3cn4cccnc4n3)c2)CC1	6.8%	-1%	4%	-13%	-20%
NCCCC[C@H]1CNC(=O)C(=O)N1CCc1cccc2ccccc12	i	7%	-10%	-15%	-4%
CC(C)COCC1CC2(CC(C)(c3csc(N)n3)OC2=O)C(=O)O1 (stereo not given)	0.6%	.	.	.	1%
O=C(Nc1nnc(S(=O)(=O)N2CCCC2)s1)c1ccccc1Cl	3.1%	7%	.	-1%	-11%
O=C(c1ccco1)N1CCN(C2=NS(=O)(=O)c3ccccc32)CC1	1.0%	-10%	2%	-26%	-26%
COc1ccc(-n2c(C)cc(/C=C3/SC(=S)N(C)C3=O)c2C)cc1	0.2%	-8%	-3%	-15%	4%
CCc1nnc(NC(=O)c2ccc3ncsc3c2)s1	1.6%	-5%	-4%	-1%	-1%
COc1ccc(-c2ccc(-c3nc4c(c(=O)[nH]c(=O)n4Cc4ccccc4)n3C)o2)c([N+](=O)[O-])c1	7.7%	67%	18%	-9%	4%
CSC1=C(C#N)C(c2ccc(C)s2)CC(=O)N1 (stereo not given)	i	0%	13%	-11%	3%
CCCn1c(=O)c2ccccc2n2c(SCc3cc(=O)oc4ccc5ccccc5c34)nnc12	0.6%	0%	?	-14%	-6%
CSc1ccc(CN(C)C(=O)COc2ccc(C(=O)c3ccccc3)cc2)cc1	i	-3%	69%	-11%	9%
O=C(/C=C/Sc1ccccc1)c1ccc(Cl)cc1	24%	?	?	-1%	2%
CC(C)c1nc2oc3c(NCCO)ncnc3c2c2c1COC(C)(C)C2	8.9%	0%	54%	11%	-15%
CSc1ncc(Cl)c(C(=O)Nc2cccc3ccccc23)n1	0.1%	30%	3%	-4%	7%
Cc1cccc(C)c1NC(=O)CNC(=O)c1ccc(N2CCCC2=O)cc1	1.0%	0%	-7%	.	-13%
CC(=O)c1c(C)n([O-])c2cc(C)ccc2[n+]1=O	0.9%	?	?	-23%	-15%
CCNC(=S)N(CCc1c(C)[nH]c2ccccc12)Cc1cccnc1	1.2%	-4%	1%	-9%	6%
CCOc1ccc(-n2c(SCC(=O)NC(C)CC)nc3n[nH]c(C)c3c2=N)cc1 (stereo not given)	1.5%	-3%	-2%	1%	-4%
O=C(COc1ccc(Cl)cc1Cl)Nc1nc2n(n1)C(c1ccccc1)CC(=O)N2 (stereo not given)	0.8%	-16%	27%	4%	-3%
O=C(NNC(=O)c1cccs1)c1ccc(Br)o1	1.1%	-10%	82%	-20%	-3%
O=S(=O)(c1ccccc1)N1c2cc(Cl)ccc2Oc2nc3ccccc3nc21	5.8%	1%	24%	8%	-3%
Brc1ccc2ncnc(NCc3ccccc3)c2c1	7.9%	-1%	18%	9%	-9%
Cc1ccc(-n2c(C)cc(-c3csc(N)n3)c2C)cc1	1.1%	17%	50%	-9%	17%
CC(=O)Cc1nsc(NC(=O)c2ccc(-c3cc(Cl)ccc3Cl)o2)n1	i	-5%	10%	-3%	4%
Cc1ccc(S(=O)(=O)N(CC(=O)Nc2cccnc2)c2ccc(Br)cc2)cc1	4.3%	-3%	12%	-7%	3%
CSCCC(NC(=O)COc1ccccc1)C(=O)N1CC(C)CC(C)C1 (stereo not given)	2.3%	-11%	-5%	.	-6%
CC(C)COP(=O)(c1ccc(N(C)C)cc1)C(O)c1ccc(N(C)C)cc1 (stereo not given)	0.6%	-12%	-8%	6%	-1%
CCOc1ccc(CCNC(=O)c2cc(-c3ccccc3)c(N3CCOCC3)s2)cc1	1.1%	-5%	9%	-4%	12%
COC(=O)c1cn(NC(=O)C2CCC(C)CC2)c(=O)c2ccccc12 (stereo not given)	7.6%	-10%	-2%	-7%	-3%	VEEV TC-83 Vero 10K pilot screen=0.8
Cc1cccc(NC(=O)C2CCN(S(=O)(=O)c3cccc4nsnc34)CC2)n1	0.7%	-6%	2%	4%	3%
CC(=O)Oc1c(C(C)C)cc(N(C(C)=O)c2ccccc2)cc1C(C)C	3.8%	5%	-1%	3%	9%
Cc1cccc(C(=O)NCC(=O)OCC(=O)N(C)CC(=O)Nc2ccc(F)cc2)c1	2.4%	-6%	-14%	-1%	-5%
CCN(C(=O)COC(=O)CNS(=O)(=O)c1ccc(SC)c([N+](=O)[O-])c1)C1CCCCC1	0.6%	2%	11%	14%	16%
O=C(CN1CCN(CC(=O)Nc2ccccc2Cl)CC1)Nc1ccc2c(c1)OCCO2	1.2%	0%	-4%	13%	7%
COc1cc(C(=O)OCC(C)=O)ccc1OCc1c(C)noc1C	3.8%	.	.	.	-1%
Cc1cc(C)cc(NC(=O)c2cc(C)n(Cc3cccs3)c2C)c1	4.6%	-7%	3%	-7%	2%
CC(=O)c1ccc(OCCOc2ccc(Cl)c3cccnc23)cc1	0.1%	8%	3%	1%	-10%
CN(C)S(=O)(=O)c1cccc(NC(=O)CN2C(=O)NC3(CCc4ccccc4C3)C2=O)c1 (stereo not given)	0.3%	0%	-7%	-2%	-7%
CSc1ccccc1NC(=O)CCn1c(=O)oc2ccccc21	2.2%	-16%	-1%	-8%	5%
COC(=O)C1C(=O)C2=C(CC1C)NC(C)=C(C(=O)OC(C)C)C2c1ccc(OC)c(O)c1 (stereo not given)	i	-6%	1%	-6%	-2%	VEEV TC-83 Vero 10K pilot screen=1.0
O=C(Nc1cccc(S(=O)(=O)N2CCCC2)c1)c1ccc2c(c1)OCO2	i	2%	1%	1%	-4%
Cc1ccc(S(=O)(=O)N2CCCCC2)cc1C(=O)OCC(=O)NC(=O)NC12CC3CC(CC(C3)C1)C2	2.4%	-6%	-10%	-2%	-3%
Cc1cccc(NC(=O)Cn2nnc(C(=O)NCc3cccs3)c2N)c1C	1.0%	2%	-15%	3%	6%
COc1ccc(CCNC(=O)CCN2C(=O)C(C)Oc3ccc(C)cc32)cc1OC (stereo not given)	3.3%	-4%	4%	-5%	20%
COC(=O)C1=C(c2cc3ccccc3o2)C[C@@H]2CC[C@H]1N2C(=O)N1CCCC1	i	-1%	10%	-3%	0%
CN1C(=O)S/C(=C\c2ccccc2OCc2ccc(C(=O)O)cc2)C1=O	8.0%	0%	5%	-3%	-18%
Cc1onc(-c2ccccc2)c1C(=O)O/N=C(\N)c1ccc([N+](=O)[O-])o1	i	?	i	2%	5%
CCn1c(SCC(=O)Nc2nc(-c3ccccc3)cs2)nnc1-c1ccccc1O	11%	2%	55%	-2%	-3%
COCCn1nnnc1C(C(C)C)N(Cc1cccnc1)Cc1ccccc1Cl (stereo not given)	1.7%	-7%	23%	2%	-23%
O=C(NOCc1ccccc1)OCc1ccccc1	0.2%	.	.	.	-18%
COc1cc(OC)cc(-c2nc3ccccc3c(=O)o2)c1	1.3%	?	2.3µM*	-10%	4%	VEEV TC-83 Vero 10K pilot screen=2.4
CCN1CCN(S(=O)(=O)c2ccc(Cl)c(C(=O)Nc3nnc(C)s3)c2)CC1	0.3%	-3%	1%	1%	-2%
COc1ccc([C@@H]2[C@@H]3C(=O)N(C(C)(C)C)C(=O)[C@@H]3[C@]3(Cc4ccccc4)C(=O)N(c4cccc(Br)c4)C(=O)N23)cc1	3.7%	-3%	33%	6%	9%

The results go on.
SMILES	VEEV TC-83 Vero	H37Rv inhibition	tuberculosis growth	Salmonella PhoP GFP	H1N1 NS1A inhibition	others
Cc1ccc(C(=O)C(C)OC(=O)CN2C(=O)NC3(CCCC3)C2=O)cc1C (stereo not given)	2.4%	-1%	-1%	1%	-3%
CN(C)S(=O)(=O)c1cc(NC(=O)CN2CCN(c3ccccc3)CC2)ccc1Cl	2.5%	2%	24%	1%	2%
COc1cccc(C2NC(=O)c3ccccc3O2)c1OC (stereo not given)	0.7%	-13%	-1%	-12%	-5%
Cc1cccc(-c2nn(-c3ccccc3)cc2C(=O)Nc2cccc(S(=O)(=O)NC3=NCCC3)c2)c1	8.3%	38%	-9%	-2%	-2%
CCn1c2ccccc2c2cc(N)ccc21	2.7%	68%	62%	4%	-2%
Cc1ccc(COc2ccc(/C=N/NC(=O)c3nnn(-c4nonc4N)c3COc3ccc(F)cc3)cc2)cc1	0.6%	3%	-6%	1%	3%
CCn1c(Cc2ccccc2)nnc1SCC(=O)Nc1ccc(S(N)(=O)=O)cc1	6.5%	5%	-3%	-2%	0%
CCN(C(=O)c1ccco1)c1nc(CC(=O)Nc2ccc(Cl)cc2)cs1	i	-6%	0%	-2%	-11%
C=CCOc1ccc(/C=C/C(=O)OCC(=O)NNC(=O)c2ccccc2F)cc1	i	42%	17%	.	7%
O=C(NC(NC1CCS(=O)(=O)C1)C(=O)c1ccccc1)c1ccc(Cl)cc1 (stereo not given)	i	0%	-6%	-3%	-11%
COc1ccc(C#Cc2c(-c3ccsc3)oc3ccc(-c4cc(OC)c(OC)c(OC)c4)cc23)cc1	0.3%	5%	4%	13%	14%
S=C(c1ccc2c(c1)OCO2)N1CCCC1	0.8%	3%	-2%	-2%	13%
O=C(CSc1nc(Nc2ccccc2)nc(N2CCOCC2)n1)Nc1ccc(Br)cc1F	5.6%	?	-24%	-14%	-14%
O=C1C2C3C=CC(CO)(O3)C2C(=O)N1c1ccccc1-c1ccccc1 (stereo not given)	1.8%	7%	?	3%	2%
COc1cccc(N2CCN(C(=S)Nc3cc(C)cc(C)c3)CC2)c1	0.7%	8%	0%	-2%	2%
CN1CCC(N(C)S(=O)(=O)c2ccc(NC(=O)c3ccc(S(=O)(=O)N(C)C)cc3)cc2)CC1	0.0%	-9%	-4%	.	1%
COc1ccc(OCCSc2ncc(CO)n2C)cc1	0.1%	-4%	20%	0%	-20%
Cn1ccnc1C(=O)c1ccc(S(=O)(=O)N2CCCC2)cc1	2.8%	1%	11%	2%	7%
CC(=O)Nc1ccc(S(=O)(=O)NCCC(=O)N2CCN(c3ccccc3Cl)CC2)cc1	1.1%	1%	9%	.	3%
Nc1nc(N2CCN(c3ccccn3)CC2)nc2ccccc12	2.7%	10%	13%	39%	-5%
Cc1ccc(S(=O)(=O)N(CC(=O)N2CCc3ccccc3C2)c2cccc(Cl)c2)cc1	4.3%	3%	19%	14%	0%
CCC(C)(C)c1nnc(NC(=O)C2CC(=O)N(CCc3ccc(F)cc3)C2)s1 (stereo not given)	4.8%	0%	14%	0%	-8%
COc1ccc(C2C(C(=O)N3CCN(c4ccccn4)CC3)CC(=O)N2c2ccc(OC)cc2)cc1 (stereo not given)	5.9%	4%	29%	-5%	9%
COc1ccc(NC(=O)CSc2nc3ccccc3c(=O)n2CCCN2CCC(C)CC2)c(OC)c1	7.1%	0%	59%	-19%	1%
COc1ccc(/C=C2/C(=O)NC(=O)N(Cc3ccco3)C2=O)cc1	.	1%	-12%	-5%	.

Assay outcomes from PubChem BioAssay.
